Screening results: PubChem, National Center for Advancing Translational Sciences (NCATS)
PI4K2A inh = qHTS for small molecular inhibitors of PI4K2A; Phosphatidylinositol 4-kinase type 2-alpha (Homo sapiens), Q9BTU6; purified PI4K2A, ADP-Glo luminescence, 1 h; stronger effect = lower value; activity change, negative = inhibition, % at 76.9 µM; actives 0.13% (n = 420,000); AID 1346378, 2018; in the data active means activity change below about -50%; inconclusive means mostly about -30% to -49%;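 further: -100% = wells without enzyme as full effect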
Target sequence (Q9BTU6 whole entry, looked up): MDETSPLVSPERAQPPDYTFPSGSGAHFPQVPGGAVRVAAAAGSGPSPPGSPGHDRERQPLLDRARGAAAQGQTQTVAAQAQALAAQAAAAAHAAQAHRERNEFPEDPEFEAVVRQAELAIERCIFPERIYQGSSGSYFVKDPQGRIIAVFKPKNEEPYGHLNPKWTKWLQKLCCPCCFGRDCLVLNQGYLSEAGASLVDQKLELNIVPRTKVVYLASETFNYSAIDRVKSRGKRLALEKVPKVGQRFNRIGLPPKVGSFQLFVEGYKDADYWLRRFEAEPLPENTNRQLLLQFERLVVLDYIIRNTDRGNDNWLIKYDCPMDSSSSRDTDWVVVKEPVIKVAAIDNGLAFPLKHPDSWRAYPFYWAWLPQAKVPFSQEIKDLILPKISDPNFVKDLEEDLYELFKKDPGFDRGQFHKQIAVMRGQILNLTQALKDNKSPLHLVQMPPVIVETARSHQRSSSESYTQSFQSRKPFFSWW
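ADP-Glo luminescence measured ADP generated by PI4K2A enzyme (4 ug/mL before mixing) with 1.2 mM PI substrate (pre-mix) and 300 microM ATP (pre-mix). Tris pH7.5 buffer with MgCl2, Triton X-100; 1 h reaction at ambient temperature.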
GLS inh = qHTS for Inhibitors of Glutaminase (GLS). Glutaminase kidney isoform, mitochondrial (Homo sapiens), O94925. GLS enzymatic activity, qHTS titration. Potency, µM (top dose mostly 45.5 µM), inactives show top-dose activity change, negative = inhibition, most hits filed as inhibitors. actives 0.21% (n = 410,000). AID 624170, 2012; further: potency means the concentration at half of the fitted maximal effect; on the % scale 0 is the no-effect control and ±100 the full control effect
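hKGA in 45 mM KH2PO4 pH 8.2, 0.02% Tween-20 with pin-transferred compounds; 1 mM L-glutamine (stock) plus glutamate oxidase/HRP/Amplex Red coupling added. Fluorescence read initially and after 30 min at RT.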
TrxR1 substrate = qHTS Assay for Substrates of Mammalian Selenoprotein Thioredoxin Reductase 1 (TrxR1): qHTS | purified TrxR1 substrate turnover, NADPH consumption readout | Potency, µM (doses to about 114 µM), for inactives: at the highest dose activity change, negative = substrate turnover | actives 0.01% (n = 390,000); further: potency means the concentration at half of the fitted maximal effect; on the % scale 0 is the no-effect control and ±100 the full control effect; nearly all actives have a fitted effect of over 50% in size
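Rat TrxR1, dispensed at 90 nM, was prereduced with 400 uM NADPH (final) for 5 min at ~22 deg C, then incubated with compound 15 min before 400 uM selenite. A first-read NADPH fluorescence drop versus no-compound background flagged substrates.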
Tb PGK inh = qHTS Assay to Find Inhibitors of Phosphoglycerate Kinase; Phosphoglycerate kinase, glycosomal (Trypanosoma brucei brucei), P07378; PGK/GAPDH coupled, Kinase-Glo luminescence, 60 min; Potency, µM (titrated, usually from 57.5 µM), for the others: at the highest dose activity change, negative = inhibition, most hits filed as inhibitors; actives 0.043% (n = 380,000); AID 602233, 2012; further: potency means the concentration at half of the fitted maximal effect; on the % scale 0 is the no-effect control and ±100 the full control effect; nearly all actives have a fitted effect of over 60% in size
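Recombinant glycosomal PGK reaction used 1,3-bisphosphoglycerate generated in-well by GAPDH (100nM final) in 100mM TEA pH 7.6, 5mM MgCl2, 0.01% Tween-20. After 60 minutes at room temperature, ATP was read by Kinase-Glo Plus luminescence end-point.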
USP1-UAF1 inh = Inhibitors of USP1/UAF1: Primary Screen | Ubiquitin carboxyl-terminal hydrolase 1 (Homo sapiens), O94782 | recombinant USP1/UAF1, Ub-Rhodamine cleavage fluorescence | Potency, µM (series often up to 57.1 µM), without a hit: at the highest dose activity change, negative = inhibition, actives largely listed as inhibitors | actives 0.23% (n = 390,000) | AID 743255, 2014; further: potency means the concentration at half of the fitted maximal effect; on the % scale 0 is the no-effect control and ±100 the full control effect; nearly all actives have a fitted effect of over 60% in size; inactives centre near -12
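USP1/UAF1 complex (1 nM) preincubated 15 min at room temperature with compound, then Ub-Rho substrate (150 nM final) added. Kinetic fluorescence at 480/540 nm over 6 reads at 60 s intervals; 50 mM HEPES pH 7.8, 0.5 mM EDTA, 0.1 mg/ml BSA, 1 mM TCEP, 0.01% Tween-20.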
mIDH1 inhibitor = qHTS for Inhibitors of mutant isocitrate dehydrogenase 1 (IDH1): qHTS; actives 0.093% (n = 390,000); AID 602179, 2012; Potency, µM (doses to about 76.6 µM), without a hit: top-dose activity change, negative = inhibition, usual class: inhibitors; Isocitrate dehydrogenase [NADP] cytoplasmic (Homo sapiens), O75874; IDH1-R132H enzyme, NADPH consumption, diaphorase/resazurin fluorescence; further: potency means the concentration at half of the fitted maximal effect; on the % scale 0 is the no-effect control and ±100 the full control effect; nearly all actives have a fitted effect of over 65% in size
Target sequence (O75874 whole entry R132H, stated change not applied): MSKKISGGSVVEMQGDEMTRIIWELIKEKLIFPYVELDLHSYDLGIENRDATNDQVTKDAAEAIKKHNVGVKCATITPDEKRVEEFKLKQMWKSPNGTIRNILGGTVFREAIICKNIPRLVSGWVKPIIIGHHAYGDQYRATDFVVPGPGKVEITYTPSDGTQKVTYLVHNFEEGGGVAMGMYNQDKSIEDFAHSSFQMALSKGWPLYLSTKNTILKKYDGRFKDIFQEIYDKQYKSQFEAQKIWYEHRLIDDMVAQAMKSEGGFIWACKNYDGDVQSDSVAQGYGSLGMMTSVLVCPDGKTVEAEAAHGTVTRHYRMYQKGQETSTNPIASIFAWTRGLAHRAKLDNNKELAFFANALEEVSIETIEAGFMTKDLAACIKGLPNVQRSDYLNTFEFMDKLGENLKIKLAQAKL
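IDH1-R132H (0.5 ug/mL dispensed) in pH 7.5 Tris buffer was preincubated 30 min with compound, then given a substrate mix of 0.016 mM NADPH and 2 mM alpha-KG for 80 min at room temperature; remaining NADPH was read by diaphorase/resazurin fluorescence.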
Pin1 inhibitor = qHTS Assay to Find Inhibitors of Pin1; Pin1 FP peptide displacement, HiFluor488, 10 min; Potency, µM (doses to about 115 µM), inactives show at the top dose activity, negative = inhibition, usual class: inhibitors; actives 0.009% (n = 390,000); active means well fitted inhibition curve with a large enough effect in the polarisation, with a control signal flat, not every such curve was filed as active; inconclusive means small, poorly fitted or top-dose-only effect, or effect the other way, or a change in a side signal; inactive means no such curve, though single readings can be large or run the other way; the % refers to the polarisation; further: potency means the concentration at half of the fitted maximal effect; on the % scale 0 is the no-effect control and ±100 the full control effect
HP1b chromo inh = HTS for Inhibitors of HP1-beta Chromodomain Interactions with Methylated Histone Tails. AlphaScreen HP1-beta / biotin-H3K9me3 peptide binding. Potency, µM (titrated, usually from 114 µM), without a hit: at the top dose activity change, negative = inhibition, most hits filed as inhibitors. actives 0.56% (n = 390,000). AID 540317, 2011; further: potency means the concentration at half of the fitted maximal effect; nearly all actives have a fitted effect of over 70% in size; inactives centre near 23
Target sequence (P83916 whole entry, looked up): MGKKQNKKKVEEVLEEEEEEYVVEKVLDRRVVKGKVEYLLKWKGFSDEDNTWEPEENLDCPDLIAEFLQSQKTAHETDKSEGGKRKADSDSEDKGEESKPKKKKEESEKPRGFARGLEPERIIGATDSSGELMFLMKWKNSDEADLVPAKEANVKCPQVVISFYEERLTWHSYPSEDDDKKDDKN
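AlphaScreen: HP1-beta (50 nM) preformed 30 min with biotin-H3(1-18)K9me3 peptide (50 nM) in PBS pH 7.4, 0.01% Tween-20. Compound added for 30 min at RT, then streptavidin donor/nickel chelate acceptor beads (10 ug/mL) for 30 min.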
TrxR1 inh = qHTS Assay for Inhibitors of Mammalian Selenoprotein Thioredoxin Reductase 1 (TrxR1): qHTS; Thioredoxin reductase 1, cytoplasmic (Rattus norvegicus), O89049; recombinant rTrxR1, NADPH fluorescence consumption, selenite substrate; Potency, µM (series often up to 114 µM), inactives show at the highest dose activity change, negative = inhibition, most hits filed as inhibitors; actives 1% (n = 390,000); AID 588453, 2011; further: potency means the concentration at half of the fitted maximal effect; on the % scale 0 is the no-effect control and ±100 the full control effect; nearly all actives have a fitted effect of over 65% in size
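Rat TrxR1 (90 nM in the dispensed reagent) was pre-reduced with 400 uM NADPH for 5 min at room temperature, then incubated with compound for 15 min. After 400 uM selenite was added, NADPH fluorescence (Ex 340/Em 450 nm) was followed for 8 min.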
Active calls of the source: *; i = inactive; ? = inconclusive; · = not tested or not shown; [ ] = another dose, or the depositor's remark. Unless noted, the call rests on the fitted dose curve; in most records, active means well fitted curve in the direction sought with a large enough effect; inconclusive means small, poorly fitted or top-dose-only effect, or another doubt; inactive means no such curve, though single readings can be large; an effect the other way counts as inactive or inconclusive. A portion of the library. The share of hits here may be higher or lower than overall.

SMILES	PI4K2A inh	GLS inh	TrxR1 substrate	Tb PGK inh	USP1-UAF1 inh	mIDH1 inhibitor	Pin1 inhibitor	HP1b chromo inh	TrxR1 inh
Cc1ccccc1C(=O)Nc1ccc(C(=O)N/N=C/c2ccc(F)cc2)cc1	5.2	-11.5%	-2.2%	-1.6%	-11.5%	5.7%	12.2%	43.9%[activator]	10.9%
COc1ccc(Oc2ccccc2/C=C/C(=O)O)cc1	1.1	0.2%	-1.7%	-9.4%	-13.5%	3.8%	-5.8%	5.1%	5.7%
C/C(=N\N1C(=O)c2ccccc2C1=O)c1cccc([N+](=O)[O-])c1	-4.4	8.4%	-3.5%	-0.1%	-12.9%	-4.1%	0.8%	11.7%	2.5%
Cc1cc2ncc(-c3cccc(Cl)c3)cn2n1	-2.7	-2.1%	8.3%	-3.8%	-24.0%	-5.5%	-12.5%	51.7%[activator]	26.4%
COCCN1C(=O)N[C@@H](c2ccccc2)[C@H](C(C)=O)[C@H]1C	0.5	-1.5%	-1.2%	-2.4%	14.7%	-4.5%	-1.4%	41.7%[activator]	9.4%
CCCCC(=O)NNC(=S)NCc1ccccc1	-0.4	-3.2%	1.8%	i	-22.2%	1.0%	-15.5%	34.7%	-0.5%
COc1ccc(CCNC(=O)Cn2nnc3ccccc3c2=O)cc1	2.4	7.1%	-5.5%	-2.3%	6.6%	4.8%	-8.5%	19.8%	0.0%
CCN1CCN(CCCN(Cc2ccco2)C(=S)Nc2ccc(Cl)cc2)CC1	0.4	12.7%	5.9%[57.1 µM]	-15.4%	-18.1%	-2.8%	-12.2%	-11.7%	17.7%[57.1 µM]
CSc1nc(O)c(C(c2cccc([N+](=O)[O-])c2)c2c(O)nc(SC)[nH]c2=O)c(=O)[nH]1	-10.4	25.3%	-14.5%	6.3%	0.2%	-20.2%	-9.8%	37.1%	44.7µM*
O=C(NCC(c1ccco1)N1CCCC1)c1ccccc1Sc1ccc(C(F)(F)F)cc1[N+](=O)[O-] (configuration not stated)	0.9	-1.3%	-18.0%	-5.1%	-6.1%	1.7%	-2.1%	-28.7%	-11.1%
O=C(O)CSCC(=O)N1CCN(S(=O)(=O)c2ccccc2)CC1	0.8	-0.7%	3.8%	i	-4.6%	-4.3%	-0.7%	4.4%	21.6%
C=CCN1CCN(c2ccncc2S(=O)(=O)N2CCCCC2)CC1	1.8	2.7%	7.9%[57.1 µM]	-4.7%	-3.5%	11.2%	-1.8%	13.7%	4.0%[57.1 µM]
COc1ccc(CCNC(=O)CCC(=O)N2CCOc3ccccc32)cc1OC	-0.9	1.8%	4.1%[57.1 µM]	-0.5%	-0.3%	-4.2%	7.7%	29.6%	10.5%[57.1 µM]
Cc1cc(C(=O)CSc2nnnn2C)c(C)n1-c1ccc2c(c1)OCCO2	3.0	6.0%	-3.5%	-10.3%	-22.8%	29.0%	-0.6%	-19.9%	-23.5%
CC(C)n1cnc2c(NCc3ccc(S(N)(=O)=O)cc3)nc(NCc3ccc(S(N)(=O)=O)cc3)nc21	2.6	3.8%	3.4%	-10.1%	?	11.7%	-4.9%	31.1%	9.5%
O=C(NC(=S)Nc1cccc(NC(=S)NC(=O)c2ccccc2)c1)c1ccccc1	-0.9	-15.5%	-9.4%	i	-9.7%	-1.5%	?	-11.3%	-13.0%
O=S(=O)(c1ccc(Br)cc1)N1CCN=C1SCc1cccc(F)c1	0.7	1.6%	6.6%	-19.0%	-26.0%	11.6%	3.6%	110.5%[activator]	19.0%
Cc1cccn2c(=O)c3cc(S(=O)(=O)c4ccccc4)c(=N)n(Cc4ccc(F)cc4)c3nc12	-0.4	5.5%	3.3%	-0.1%	-18.2%	-5.7%	-4.5%	70.9%[activator]	20.1%
CCOC(=O)C(CCCOc1cccc(CC)c1)C(=O)OCC	6.2	0.3%	-3.1%	-2.9%	-5.0%	8.7%	?	195.4%[activator]	9.1%
COc1cc(OC)c(OC)cc1CNC(=O)c1ccc(S(=O)(=O)N2CC(C)OC(C)C2)cc1 (configuration not stated)	4.3	-7.7%	-0.3%	-7.3%	-22.1%	-14.6%	4.4%	26.1%	17.9%
Cc1ccc2nc(SCc3nnc(-c4ccccc4)o3)[nH]c2c1	-5.4	-0.8%	-7.9%	3.6%	-18.9%	22.1%	1.0%	34.0%	-2.9%
COc1ccc(CNC(=O)CN2C(=O)c3ccccc3C2=O)cc1	0.4	-0.6%	-2.3%	·	-2.7%	0.8%	-1.1%	42.9%[activator]	2.0%
O=C(N/N=C/c1c(O)n(-c2ccccc2Cl)c(=O)c2ccccc12)c1cccnc1	10.7	2.9%	-18.9%	-6.9%	?	8.1%	?	44.5%[activator]	-16.7%
CCn1c(SCC(=O)N2CCN(c3ccccc3)CC2)nnc1-c1ccoc1C	-3.6	34.7%[activator]	-8.3%	-1.2%	-3.6%	0.0%	1.0%	10.8%	?
N#CCCN(C(=O)COC(=O)c1ccc2c(c1)OCO2)c1ccccc1	-1.6	-2.3%	9.7%	-8.0%	-18.3%	-1.1%	-0.9%	46.8%[activator]	17.4%
The list goes on:
SMILES	PI4K2A inh	GLS inh	TrxR1 substrate	Tb PGK inh	USP1-UAF1 inh	mIDH1 inhibitor	Pin1 inhibitor	HP1b chromo inh	TrxR1 inh
COc1ccc(C(=O)c2c(C(F)(F)F)oc3c2C(=O)c2ccccc2C3=O)cc1	-12.7	1.4%	5.7%[57.1 µM]	-8.5%	?	13.9%	-10.5%	?	33.7%[57.1 µM]
Cc1oc(-c2ccccc2Cl)nc1CS(=O)(=O)CC(=O)NCCc1ccccc1	-0.5	-2.2%	8.0%[57.1 µM]	8.6%	-23.4%	-5.4%	1.1%	40.9%[activator]	-60.4%
COc1ccc(C(=O)c2c3ccc(OC)cc3[n+]([O-])n2CCCC(N)=O)cc1	2.0	-3.3%	-9.1%	-9.1%	-23.4%	1.4%	0.1%	10.1%	-1.0%
CC(=O)Nc1ccc2c(c1)CCc1ccccc1-2	0.6	-1.3%	-3.6%[57.1 µM]	-3.6%	-16.0%	7.9%	-2.0%	17.6%	12.6%[57.1 µM]
Nc1nc(-c2ccco2)nn1S(=O)(=O)c1ccccc1	3.4	-11.5%	5.1%[57.1 µM]	5.7%	-16.1%	-1.7%	0.3%	25.4%	21.0%[57.1 µM]
CC(NC(=O)c1c(O)nc2ccccn2c1=O)c1ccccc1 (configuration not stated)	-4.0	2.6%	22.4%	5.2%	-5.0%	-4.1%	-4.1%	33.9%	4.6%
CCOC(=O)C1CCCN(C(=O)c2ccc(C(=O)c3ccccc3)cc2)C1 (configuration not stated)	1.0	-0.8%	0.6%	-2.8%	-9.4%	-8.3%	-3.5%	19.1%	22.6%
CC1CCCC(NC(=O)CNC(=O)c2cccs2)C1C (configuration not stated)	1.8	-15.3%	10.7%[57.1 µM]	-1.1%	-17.4%	-1.3%	-3.5%	17.7%	12.7%
O=C(CN1CCN(c2ccccn2)CC1)Nc1ccc(OCc2ccccc2)cc1	-3.3	7.5%	-3.3%	-10.6%	-2.4%	-0.8%	1.5%	3.9%	0.6%
CCOc1ccccc1N(C)C(=O)CCS(=O)(=O)c1ccc2c(c1)NC(=O)C(C)S2 (configuration not stated)	3.2	55.4%[activator]	-4.1%	7.2%	-20.0%	7.1%	-0.3%	3.2%	70.8µM*
Clc1cccc(N2CCN(c3nc4ccccc4c4nc(-c5ccccc5)nn34)CC2)c1	-1.6	-9.5%	-6.9%	5.0%	-21.6%	-14.8%	-6.6%	20.5%	11.2%
CC1=C(c2ccc(C(C)C)cc2)S(=O)(=O)N=C1N1CCC(C(=O)NCc2ccco2)CC1	1.5	0.6%	1.7%[57.1 µM]	·	4.5%	·	3.3%	-2.7%	7.2%[57.1 µM]
CCOc1ccc(NC(=O)CCN2CCCCC2)cc1	-0.7	10.2%	6.8%	0.6%	-13.8%	4.2%	-7.1%	19.4%	15.5%
Cc1cc(NC(=O)CN2C(=O)c3ccccc3S2(=O)=O)no1	0.0	-0.9%	3.0%	-6.3%	-16.6%	0.0%	-12.5%	26.7%	22.3%
COCC(C)NC(=S)N1CCN(c2ccccc2Cl)CC1 (configuration not stated)	-2.8	11.4%	2.5%	-1.6%	-12.9%	-1.5%	-0.8%	30.9%	28.7%
Cc1ccc(/C=N\NC(=O)c2csnn2)cc1	-5.4	-24.7%	-9.1%	-5.7%	-14.5%	5.8%	-0.1%	-11.0%	16.7%[57.1 µM]
